TSHR antagonist: antagonists of human thyroid stimulating hormone receptor; activity change, negative = inhibition, % at 11.5 µM; AID 504810; TSHR-expressing cells, TSH-stimulated cAMP HTRF, 2 h; hits give low values; 330,000 tested, 0.2% active;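 active = activity change below a set negative limit, meaning inhibition stronger than a set level, cut at about -70% in these data; inconclusive = activity change between two set negative limits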; note: % is set by controls: 0 for no effect and ±100 for the full control effect
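TSHR-expressing cells, 200/well, pre-treated with compound, then stimulated with EC80 TSH (4nM final) for 2 hours at 37 deg C. cAMP measured by competitive HTRF: anti-cAMP cryptate antibody in lysis buffer plus cAMP-d2, read after 30 minutes at room temperature.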
Chronic BCR inh: inhibitors of chronic active B-cell receptor signaling. ABC-DLBCL IkBa-CBG/CBR reporter, luminescence ratio, 4 h. Potency, µM (titrated, usually from 46.1 µM), inactives show top-dose ratio change, negative = lower green/red ratio, hits mostly inhibitors. 340,000 tested, 0.05% active. AID 493014; active = well fitted inhibition curve with a large enough effect in the signal ratio, with a control signal flat, not every such curve was filed as active; inconclusive = small, poorly fitted or top-dose-only effect, or effect the other way, or a change in a side signal; the % refers to the signal ratio;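 note: potency is the fitted concentration of half-maximal effect; plate controls were basal doxycycline-induced cells for no effect and cells given 10 µM MG132 for full effect; MG132 reads +100%, hits lower the ratio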
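Concentration-response series (up to 46 uM) were applied to TMD8 dual-reporter cells for 4 h at 37C with doxycycline. Green/red ratio, after filter-overlap correction, defined %Activity; red signal alone was normalised to basal cells and zero luminescence.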
Tb PFK inh: inhibitors of T. brucei phosphofructokinase. T. brucei PFK, ADP-Glo luminescence. Potency, µM (highest dose often 57.5 µM), for inactives: at the highest dose activity, negative = inhibition, actives largely listed as inhibitors. 330,000 tested, 0.17% active;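 note: potency is the fitted concentration of half-maximal effect; 0% = uninhibited 1x PFK enzyme wells and -100% = no-enzyme wells; nearly all actives have a fitted effect of over 60% in size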
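Activity is normalized to no-enzyme wells (full inhibition) and 1.25 nM enzyme wells (no inhibition). Reaction: 0.5 mM F6P, 0.1 mM ATP, 45 min RT, ADP-Glo luminescence; concentration-response curves fitted and classed by quality.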
Eya2 inh: inhibitors of human Eya2 phosphatase activity | Potency, µM (top dose mostly 76.9 µM), for inactives: at the top dose activity, negative = inhibition, actives largely listed as inhibitors | 330,000 tested, 0.006% active | recombinant Eya2, OMFP fluorescence dephosphorylation (OMFP is methylfluorescein phosphate); note: potency is the fitted concentration of half-maximal effect; % is set by controls: 0 for no effect and ±100 for the full control effect
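Eya2 (0.2 uM) preincubated 10 min at ambient with compound, then OMFP substrate added at 50 uM; 10 min reaction in 50 mM HEPES pH 7.5, 50 mM NaCl, 5 uM MgCl2, 0.05% BSA, 1 mM DTT. Fluorescence read at Ex 485/Em 525 nm.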
B2AR arrestin: recruits beta-arrestin to the human beta2-adrenergic receptor. P07550. beta-arrestin recruitment to beta2AR, cell-based reporter. Potency, µM (highest dose often 46.1 µM), for inactives: at the top dose activation, usual class: activators. 330,000 tested, 0.02% active;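 note: potency is the fitted concentration of half-maximal effect; 0% = DMSO controls and full agonism = EC100 isoproterenol or metaproterenol; nearly all actives have a fitted effect of over 65% in size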
Target sequence (P07550 whole entry, looked up): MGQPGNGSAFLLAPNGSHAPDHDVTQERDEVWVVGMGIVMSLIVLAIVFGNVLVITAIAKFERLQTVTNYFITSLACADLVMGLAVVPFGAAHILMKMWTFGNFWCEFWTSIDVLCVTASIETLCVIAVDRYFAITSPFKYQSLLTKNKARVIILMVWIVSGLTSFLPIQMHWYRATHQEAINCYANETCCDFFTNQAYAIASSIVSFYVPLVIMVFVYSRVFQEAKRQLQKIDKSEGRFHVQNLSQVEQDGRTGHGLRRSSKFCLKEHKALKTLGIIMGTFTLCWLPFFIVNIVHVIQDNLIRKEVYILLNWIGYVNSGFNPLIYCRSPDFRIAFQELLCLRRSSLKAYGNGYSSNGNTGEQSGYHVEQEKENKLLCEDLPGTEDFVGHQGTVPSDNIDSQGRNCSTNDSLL
ELG1 DNA repair: inhibitors of ELG1-dependent DNA repair in HEK293T cells; AID 504467; HEK293T ELG1-luciferase reporter, luminescence, 16 h; DNA damage induced by 5-fluorouridine; Potency, µM (series often up to 46.1 µM), for inactives: at the top dose activity change, negative = inhibition, hits mostly inhibitors; 330,000 tested, 2.3% active; note: potency is the fitted concentration of half-maximal effect; % is set by controls: 0 for no effect and ±100 for the full control effect; nearly all actives have a fitted effect of over 55% in size
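5-Fluorouridine DNA damage + compound/DMSO, 2,000 cells/well, 16 h, 37 °C/5% CO2. ONE-Glo, 30 min RT, luminescence. Readout = decrease in reporter signal.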
TCR activator: activates T cell receptor signaling; primary human leukocytes, anti-CD3, IL-2 HTRF, 48 h; Potency, µM (top dose mostly 9.22 µM), without a hit: at the top dose activation of IL-2 secretion, hits mostly activators; 330,000 tested, under 10 active; note: % of control where 0% means no effect
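Readout: HTRF IL-2, Eu-cryptate/d2 antibody pair, 320nm excitation, 665nm emission. Stimulus: a-CD3 beads, no co-stimulation. Cells: primary human leukocytes. Exposure: 48 hr with compound.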
Mito fusion act: inhibitors of mitochondrial division or activators of mitochondrial fusion | 320,000 tested, 0.23% active | S. cerevisiae fusion-defective mutant growth rescue, CellTiterGlo 48 h | Potency, µM (titrated, usually from 46.1 µM), without a hit: at the highest dose growth rescue (activation), actives largely listed as activators;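 note: potency is the fitted concentration of half-maximal effect; % of control where 0% means no effect; nearly all actives have a fitted effect of over 45% in size; temperature-sensitive fusion mutants such as fzo1-1 at 37 °C on non-fermentable ethanol glycerol medium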
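S. cerevisiae fusion-defective temperature-sensitive mutants (e.g. fzo1-1, mgm1-5) grown 48 h at 37C in YPEG (ethanol/glycerol non-fermentable) medium with 23 nl compound per well; growth rescue read as CellTiterGlo luminescence.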
TSG101-PTAP inh: blocks PTAP/TSG101 interaction to inhibit HIV-1 budding; 340,000 tested, under 10 active; Fluorescence polarization, FITC-PTAP peptide / Tsg101 binding; Potency, µM (doses to about 115 µM), without a hit: at the highest dose activity change, negative = inhibition, actives largely listed as inhibitors; active = well fitted inhibition curve with a large enough effect in the main read-out, with a control signal flat, not every such curve was filed as active; inconclusive = small, poorly fitted or top-dose-only effect, or effect the other way, or a change in a side signal; inactive = no such curve, though single readings can be large or run the other way; note: potency is the fitted concentration of half-maximal effect; % of control where 0% means no effect
Target sequence (Q99816 whole entry, looked up): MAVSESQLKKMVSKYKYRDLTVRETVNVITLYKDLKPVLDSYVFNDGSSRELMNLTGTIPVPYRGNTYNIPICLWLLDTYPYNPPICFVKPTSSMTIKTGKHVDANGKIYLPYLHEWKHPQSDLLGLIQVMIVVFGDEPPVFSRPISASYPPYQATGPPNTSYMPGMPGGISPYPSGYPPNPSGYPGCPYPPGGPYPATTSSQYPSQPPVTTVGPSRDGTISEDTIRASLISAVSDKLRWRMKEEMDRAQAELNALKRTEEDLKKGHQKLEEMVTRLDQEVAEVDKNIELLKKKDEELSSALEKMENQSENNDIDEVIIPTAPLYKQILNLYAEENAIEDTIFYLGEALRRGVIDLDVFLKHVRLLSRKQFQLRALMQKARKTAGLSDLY
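Tsg101 binding domain (10 uM final) was mixed with compound and a FITC-labeled PTAP peptide (50 nM final) in HEPES pH 7.5 buffer with NaCl, Tween 20, EDTA and TCEP; fluorescence polarization was read after 20 min at r.t.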
USP2a block: blocks human ubiquitin-specific protease USP2a; O75604; USP2 core, Ub-CHOP2 coupled fluorogenic reporter, 485/531; Potency, µM (doses to about 38.3 µM), for the others: top-dose activity change, negative = inhibition, most hits filed as inhibitors; 330,000 tested, 0.01% active; AID 463254;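 note: potency is the fitted concentration of half-maximal effect; plate controls were DMSO wells for no effect and full inhibition by NEM control for full effect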
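Cell-free coupled assay: 10nM USP2 core preincubated 30min RT with compound in Tris-HCl pH 8.0/CaCl2/CHAPS buffer, then 25nM Ub-CHOP2 and 25nM reporter substrate; fluorescence (Ex 485/Em 531) read after 60min RT, normalized to NEM inhibition, concentration-response curves fitted.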
uPA generation: inhibitors of cell surface uPA generation | cell surface uPA generation assay, qHTS | Potency, µM (top dose mostly 38.3 µM), for inactives: at the highest dose activity change, negative = inhibition, hits mostly inhibitors | 330,000 tested, 0.31% active; active = well fitted inhibition curve with a large enough effect; inconclusive = small, poorly fitted or top-dose-only effect; inactive = no such curve, though single readings can be large or run the other way; tested in mouse RAW 264.7 cells; note: potency is the fitted concentration of half-maximal effect; % is set by controls: 0 for no effect and ±100 for the full control effect; nearly all actives have a fitted effect of over 55% in size
Numbers without * were called inactive; ? = inconclusive; . = not tested or not shown; [ ] = remark or other dose. Unless noted, calls come from the whole dose curve; as a rule, active = well fitted curve in the direction sought with a large enough effect; inconclusive = small, poorly fitted or top-dose-only effect, or another doubt; inactive = no such curve, though single readings can be large; an effect the other way counts as inactive or inconclusive.

SMILES	TSHR antagonist	Chronic BCR inh	Tb PFK inh	Eya2 inh	B2AR arrestin	ELG1 DNA repair	TCR activator	Mito fusion act	TSG101-PTAP inh	USP2a block	uPA generation
COc1ccc(OCC(=O)N2CCN(C(=O)c3ccco3)CC2)cc1	10	4%	7%	0%	0.1%	0%	7%	5%	-1%	0%	0%
C=CCNc1nnc(-c2ccncc2)s1	-6	1%	2%	4%	0.1%	-6%	-6%	3%	-3%	0%	3%
CC(C)CN(CC(C)C)C(=O)C12CCC(C)(C(=O)O1)C2(C)C (configuration not stated)	2	2%	1%	-7%	-0.5%	6%	-6%[46.1 µM]	1%	-3%	-4%	6%
CC(C)(C)c1ccc(OCc2ccc(C(=O)NN)o2)cc1	12	?	0%	-9%	-0.1%	?	3%	12%	-7%	0%	-6%
CCC/C=N/NC(=O)CNC(=O)c1ccccc1Cl	6	-12%	2%	-17%	0.1%	5%	1%	-3%	0%	1%	-7%
COc1cc2c(cc1OC)C(c1ccc(-c3cc(Cl)ccc3Cl)o1)=NCC2	?	?	-4%	0%	0.3%	?	-6%	-7%	-5%	0%	0%
CCCOc1ccc(CN(CCO)CCO)cc1C(=O)OC	3	?	-3%	2%	-1.0%	-7%	.	-3%	-2%	-1%	.
CC(C)CN(C1CCS(=O)(=O)C1)S(=O)(=O)c1ccc(C(C)C)cc1 (configuration not stated)	-3	-4%	1%	0%	0.2%	9%	-5%	-2%	-11%	2%	-11%
O=c1c2c(nc3nc(CCc4ccccc4)[nH]n13)CCC2	-3	?	9%	2%	0.0%	2%	6%	-2%	-1%	1%	-3%
COc1cccc(NC(=O)NCc2ccccc2F)c1	-25	?	-2%	-7%	-0.4%	?	-13%	-4%	-3%	1%	8%
COc1cccc(CNC(=O)CCNS(=O)(=O)c2ccc3c(c2)oc(=O)n3C)c1	51	-6%	1%	13%	0.4%	1%	-9%	0%	-2%	-2%	-5%
CCCC(C)NC(=S)NC(=O)c1cc(S(=O)(=O)N2CCOCC2)ccc1C (configuration not stated)	-2	-6%	0%	-4%	-0.2%	?	6%[46.1 µM]	0%	-3%	-6%	0%
CC1(C)CC(=O)C(C=NCCN2CCNCC2)=C(O)C1	-2	-2%	-1%	-2%	-0.1%	-5%	-5%	-2%	0%	-10%	-1%
O=c1[nH]c(CN2CCCCC2)nc2c1C1(CCCCC1)Cc1ccccc1-2	2	-15%	-4%	4%	-0.3%	-1%	2%	1%	-10%	1%	0%
O=C(O)Cc1sc(N/N=C\c2ccccc2)nc1-c1ccccc1	-8	?	3%	0%	?	14%	9%[46.1 µM]	-2%	-3%	-6%	0%
CCN(C(=O)Cc1c(C(=O)O)n(C)c2ccccc12)c1cc(OC)ccc1OC	-1	-3%	3%	0%	-0.5%	0%	-1%	-8%	-3%	-4%	9%
CCOc1ccccc1N1CCN(c2nc3ccccc3nc2C(C#N)C(=O)OC(C)C)CC1 (configuration not stated)	-5	-19%	4%	6%	-0.1%	-1%	1%	1%	-5%	-2%	-10%
CCOC(=O)[C@H]1[C@H]2COc3ccc(Br)cc3[C@@H]2N2C(=O)CN(Cc3ccccc3)C(=O)[C@@]12C	-10	5%	1%	-1%	-0.1%	-29%	-6%	13%	-2%	5%	13%
COc1ccc([N+](=O)[O-])cc1N/C(=N/S(=O)(=O)c1ccccc1)c1ccccc1	-8	?	-4%	4%	0.2%	?	-3%	4%	-2%	-2%	-1%
O=C(CN1CCN(S(=O)(=O)c2ccccc2)CC1)Nc1ccccc1C(=O)NC1CC1	-3	?	7%	4%	-0.3%	-24%	11%	-1%	-2%	0%	-2%
OC[C@H]1OC(Nc2ccc(N=Nc3ccccc3)cc2)[C@@H](O)[C@@H](O)[C@@H]1O (some centres not stated)	-1	1%	-3%	-14%	-0.1%	?	2%	4%	-2%	1%	?
CN(c1ccccc1)S(=O)(=O)c1ccc2[nH]c(=O)oc2c1	9	?	-16%	5%	-0.3%	-2%	10%	3%	0%	0%	3%
CCN(CC)S(=O)(=O)c1ccc2oc(C(=O)O)c(C)c2c1	-2	14%	1%	8%	0.0%	2%	2%	-2%	-3%	2%	2%
COc1cc(/C=C2/C(=N)N3C(=NC2=O)SN=C3S(C)(=O)=O)ccc1OC(=O)c1ccco1	-6	3%	0%	13%	0.1%	?	-4%	-47%[inhibitor]	1%	1%	-10%
O=C(C[C@H]1C/C=C\C[C@H](Cc2ccc(F)cc2)C(=O)OCCNC1=O)NCCO	-15	-1%	7%	10%	-0.1%	2%	-3%	.	-4%	1%	-9%
CNC(=O)c1oc(-c2ccccc2)nc1C	-4	8%	3%	4%	-0.2%	-10%	4%	0%	-4%	0%	-17%
COc1ccc(CNC(=O)c2ccc(NC(=O)CC3SC(N4CCCC4)=NC3=O)cc2)cc1 (configuration not stated)	12	-9%	0%	1%	-0.2%	0%	-1%	-1%	-6%	3%	-1%
Cc1ccc(C(=O)N/C(=C/c2ccco2)C(=O)NCCCn2ccnc2)cc1	19	-1%	5%	16%	-0.3%	6%	1%[46.1 µM]	-11%	-3%	-1%	0%
CN(Cc1nc(-c2ccccn2)no1)S(=O)(=O)c1ccccc1	4	?	-5%	-9%	-0.4%	?	1%	4%	-3%	1%	0%
NC(=O)[C@@H]1CC2(CC(c3cccc(NC(=O)CC(c4ccccc4)c4ccccc4)c3)=NO2)CN1C(=O)COc1ccc(Cl)cc1 (some centres not stated)	3	13%	2%	6%	-0.3%	13µM*	-5%	-1%	-6%	-7%	-6%
N#Cc1ccccc1NC(=O)CN1CCOCC1	7	0%	3%	5%	-0.1%	13%	.	3%	-4%	-2%	10%
COCCNC(=O)CN(C(=O)c1ccc(N2CCCC2)nc1)c1ccc(Cl)cc1	23	-2%	-1%	-2%	-0.1%	-12%	0%	0%	-3%	-2%	4%
CCOc1ccccc1OCCC(=O)OCC(=O)Nc1c(C)nn(-c2ccccc2)c1C	-5	3%	-2%	-28%	-0.3%	24%	-3%	3%	1%	3%	1%
Cc1ccc(NC(=O)Cn2c(O)c(N=NC(N)=S)c3ccccc32)cc1	19	?	1%	4%	-0.4%	5%	-7%	9%	-4%	3%	6%
CCCN(CC(=O)Nc1cc(C)on1)S(=O)(=O)c1cccc(C(F)(F)F)c1	-4	-2%	10%	-5%	-0.1%	-15%	-3%	-5%	4%	3%	2%
CCc1cc(=O)oc2cc(C)cc(OC(C)C(=O)NCc3ccccn3)c12 (configuration not stated)	-3	3%	2%	7%	0.2%	1%	3%	5%	-1%	1%	1%
CCC(c1nnc(SCC(=O)Nc2ccc(C(=O)Nc3ccccc3OC)cc2)o1)N(C)C (configuration not stated)	-2	0%	0%	-7%	0.2%	0%	-1%	2%	-1%	0%	5%
CCN(CC)C(=O)c1ccc(-c2nnc(Nc3ccc(C(=O)NC)cc3)c3ccccc23)cc1	-20	1%	?	4%	0.3%	?	.	1%	-5%	0%	-14%
Cc1nc2c(c3c1[nH]c1ccccc13)C(=O)CC(C)(C)C2	-20	?	3%	-22%	0.3%	-8%	-6%	0%	-2%	0%	7%
Cc1ccc(NC(=O)CSc2nc(N)cc(=O)[nH]2)cc1Cl	8	-3%	0%	9%	-0.1%	9%	1%	-4%	-2%	-1%	-7%
CC1=C(C(=O)OCc2ccccc2)C(c2ccccc2[N+](=O)[O-])NC(=O)N1C (configuration not stated)	-14	0%	3%	3%	-0.8%	-8%	6%	2%	-1%	2%	9%
COCCNCc1ccc(Cl)cc1Cl	0	5%	0%	3%	0.5%	?	3%	-8%	-4%	1%	1%
CCOc1cc(/C=C2/C(=N)N3OC(C)=CC3=NC2=O)ccc1OC	-12	-6%	3%	2%	-0.3%	6%	3%	-9%	-4%	0%	-4%
COc1ccc(C)cc1NC(=O)Nc1ccccc1	-8	?	-1%	6%	0.5%	7%	-14%	7%	-5%	3%	-8%
Cc1cccc(C)c1NC(=O)c1sccc1SCc1cccc(C(F)(F)F)c1	-21	19%	-2%	-7%	0.2%	-11%	0%	2%	-3%	-2%	.

Bioassay records: PubChem BioAssay, National Center for Advancing Translational Sciences (NCATS)
